# High-throughput results as filed in PubChem BioAssay.
# proCasp7 act: counter-screen: procaspase-7 (human) activation; P55210; 330,000 tested, 0.093% active; recombinant procaspase-7, Ac-DEVD-pNA absorbance 405 nm; D23A/D198A/D206A triple mutant, cannot self-cleave; scale: DMSO 0, 5 µM enzyme 100; activation, % at 8.5 µM; AID 463210;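 active means percent activation above the screen-wide mean plus 3 SD, cut at about 25% in these data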
# Target sequence (P55210 whole entry D23A/D198A/D206A): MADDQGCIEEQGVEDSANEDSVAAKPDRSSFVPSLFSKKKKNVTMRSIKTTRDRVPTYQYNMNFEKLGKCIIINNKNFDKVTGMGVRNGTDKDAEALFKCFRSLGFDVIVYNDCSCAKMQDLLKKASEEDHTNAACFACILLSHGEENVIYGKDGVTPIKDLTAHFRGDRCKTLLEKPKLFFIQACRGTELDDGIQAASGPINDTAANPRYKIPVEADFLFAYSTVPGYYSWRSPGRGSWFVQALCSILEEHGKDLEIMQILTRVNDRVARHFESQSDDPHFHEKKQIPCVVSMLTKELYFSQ
#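 Replicates: singlicate. Assay system: Procaspase-7 triple mutant (PC-7 D3A). Signal: 405 nm absorbance of p-nitroaniline. Times: 1 h preincubation, 2 h reaction. Buffer or medium: Zinc-free HEPES pH 7.4 with 300 mM NaCl, 0.01% Triton X-100. Also added: DEVD-pNA substrate. Benchmarks: DMSO wells as 0%, DMSO with 5 µM added PC-7 as 100%.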
# procasp3 activ: activators of human procaspase-3. 330,000 tested, 0.11% active. recombinant procaspase-3 D3A, Ac-DEVD-pNA absorbance 405 nm. P42574. activation, % at 8.5 µM;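 active means activation above the mean of all tested compounds plus 3 SD, cut at about 21% in these data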;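 further: 0% = DMSO alone and 100% = DMSO wells spiked with extra 5 µM PC-3 D3A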
# Target sequence (P42574 whole entry D9A/D28A/D175A): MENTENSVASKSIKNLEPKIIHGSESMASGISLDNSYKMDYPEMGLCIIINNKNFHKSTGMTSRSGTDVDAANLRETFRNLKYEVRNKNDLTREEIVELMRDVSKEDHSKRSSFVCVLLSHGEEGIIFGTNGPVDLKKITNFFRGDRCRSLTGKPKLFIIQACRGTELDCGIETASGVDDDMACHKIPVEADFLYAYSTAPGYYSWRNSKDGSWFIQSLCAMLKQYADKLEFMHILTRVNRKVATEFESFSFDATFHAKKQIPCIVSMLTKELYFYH
#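 assay system = Procaspase-3 D3A mutant | signal = absorbance at 405 nm, 0 and 120 min | times = 1 h preincubation plus 2 h reaction at 25 °C | repeats = single replicate | read-out = % activation between DMSO and enzyme-spiked controls | medium = Zinc-free HEPES saline buffer with Triton X-100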
# PP5 inh: PP5 (human) phosphatase inhibition; P53041; purified PP5c, OMFP substrate fluorescence; inhibition, % at 6.7 µM; 320,000 tested, 0.18% active; AID 1987;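 active means inhibition above the campaign's mean inhibition across all tested compounds plus 3 SD, cut at about 9.5% in these data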;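 further: 0% = DMSO only and 100% = 100 µM cantharidin control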
# HCV core dimer: blocks dimerization of HCV core protein. TR-FRET GST/Flag-core106 dimerization, 1536-well. inhibition, % at 5 µM. 300,000 tested, 0.33% active;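 active means inhibition above the mean of all tested compounds plus 3 SD, set per screening campaign, cut at about 45% in these data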
#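 System – GST-tagged and Flag-tagged HCV core protein residues 1-106 · Repeats – one well for each compound · Technique – TR-FRET 671 and 617 nm emission · Doses – one concentration, 5 µM, in 0.5% DMSO · Times – 4 h, 22.5 °C incubation · Also added – Eu donor and XL665 acceptor anti-tag antibodies · Measure – percent inhibition of core106 dimerization signal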
# PAFAH2 inh: inhibitors of human PAFAH2. recombinant PAFAH2, FP-rhodamine activity probe, fluorescence polarization. inhibition, % at 3.39 µM. 340,000 tested, 0.99% active. AID 492956;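 active means inhibition above the mean over all tested compounds plus 3 SD, cut at about 30% in these data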;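 further: inhibitors block probe labeling of enzyme so polarization drops; 0% = enzyme with DMSO and 100% = wells lacking PAFAH2 protein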
# Fh CTSL1 inh: cathepsin L1 inhibition, PFM18AAP counter-screen; recombinant F. hepatica cathepsin L1, Z-Leu-Arg-MCA fluorescence; inhibition, % at 5.96 µM; 300,000 tested, 0.49% active;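 active means inhibition above the mean of all tested compounds plus 3 SD, set per screening campaign, cut at about 17% in these data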;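 further: 0% = plate median of test compound wells and 100% = 1 µM Z-Phe-Ala-diazomethylketone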
# AHR act: activators of human aryl hydrocarbon receptor. AHR-responsive luciferase reporter cells, luminescence. activation, % at 5 µM. 320,000 tested, 2.5% active. P35869; in the data active means activation above about 47%;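 further: 0% = vehicle wells and 100% = reference agonist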
# TPT1 inhibitor: blocks Candida albicans tRNA 2'-phosphotransferase | recombinant caTPT1, FP RNA substrate dephosphorylation | inhibition, % at 5 µM | 300,000 tested, 0.81% active | AID 1962;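 active means inhibition above the mean of all tested compounds plus 3 SD, set per screening campaign, cut at about 24% in these data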;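 further: plate controls were DMSO alone for no effect and ferristatin control at 100 nM for full effect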
# PP1 counter: PP1-alpha (human) inhibition in PP5 counter-screen; purified PP1alpha, OMFP fluorescence; inhibition, % at 6.7 µM; 320,000 tested, 0.9% active; AID 2235;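 active means inhibition above the mean inhibition of all tested compounds plus 3 SD, computed separately for each screening campaign, cut at about 15% in these data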
# Target sequence (P62136 whole entry, looked up): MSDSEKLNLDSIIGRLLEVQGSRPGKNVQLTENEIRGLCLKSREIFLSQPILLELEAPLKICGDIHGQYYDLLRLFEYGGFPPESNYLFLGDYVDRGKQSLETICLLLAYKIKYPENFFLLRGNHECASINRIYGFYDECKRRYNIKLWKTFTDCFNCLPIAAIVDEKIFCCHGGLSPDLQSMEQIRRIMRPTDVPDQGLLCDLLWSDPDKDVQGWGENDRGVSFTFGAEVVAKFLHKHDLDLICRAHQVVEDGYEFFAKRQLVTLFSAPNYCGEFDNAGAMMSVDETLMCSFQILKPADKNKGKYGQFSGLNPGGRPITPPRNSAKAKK
# Starred values were filed as active, the others as inactive; . = not tested or not shown. Hits appear at their usual frequency; about 5.6% have a hit in one of these screens.
entry	SMILES	proCasp7 act	procasp3 activ	PP5 inh	HCV core dimer	PAFAH2 inh	Fh CTSL1 inh	AHR act	TPT1 inhibitor	PP1 counter
1	O=C(NNC(=S)NCc1ccccc1)c1ccc(OC(F)F)cc1	4	4	1.1	3	-13	1	1	1	-2
2	CCc1cc(=O)oc2c(C)c(OC(C)C(=O)NCC3CCC(C(=O)O)CC3)ccc12 (stereo not given)	0	-4	1.5	0	-1	-2	1	-3	1
3	COc1cc(-c2nc3n(n2)C(c2cccc(OC)c2OC)C2=C(CCCC2=O)N3)cc(OC)c1OC (stereo not given)	12	11	-0.9	4	3	4	29	-5	-1
4	Cc1cc(C)c2cc(C(=O)N3CCc4ccccc4C3)[nH]c2c1	-7	-12	0.0	7	10	0	55*	-2	0
5	Cc1ccc(C(=O)N[C@H](C(=O)NC2CCCCCCC2)C(C)C)cc1	6	6	2.9	.	11	.	0	.	-1
6	CCS(=O)(=O)N1CCC(C(=O)Oc2ccccc2OC)CC1	8	-2	0.7	-4	4	-4	4	2	-1
7	COC(=O)c1cc(C(=O)OCC(=O)NCc2ccc3c(c2)OCO3)cc([N+](=O)[O-])c1	8	-4	2.2	-5	2	-3	1	-1	-3
8	CCN(CC)CCCNC(=O)CCn1nc(-c2ccccc2)ccc1=O	4	5	0.2	7	-1	-1	5	-1	0
9	C=CCNC(=O)NC(=S)c1ccccc1	1	1	-0.1	-2	0	6	-1	-1	-4
10	O=C(Cn1cc(C(F)(F)F)ccc1=O)OCC(=O)c1ccc[nH]1	-9	4	.	.	3	.	5	.	.
11	CCn1nc(C)c(CN2CCC(n3nccc3NC(=O)CCCc3ccccc3)CC2)c1C	2	-2	2.5	-9	-7	1	2	3	-3
12	Nc1c(C(=O)c2ccc(Br)cc2)oc2ccccc12	2	-8	2.9	-4	-6	3	122*	1	18*
13	C/C(=C\c1ccccc1)C(=O)Nc1cc(C)on1	6	7	-0.8	4	0	3	-11	-2	1
14	Cn1c(=O)c2c(nc(Br)n2CCCc2ccccc2)n(C)c1=O	-1	-3	1.3	4	-1	-3	8	1	-4
15	CCn1nc(C)c(NS(=O)(=O)c2ccc(C)cc2)c1C	10	2	-1.5	-7	11	-2	4	0	-2
16	COc1ccccc1C(=O)NCCC(=O)NC1CCCC(C)C1C (stereo not given)	13	-4	0.0	-1	5	1	3	-6	-1
17	CC1(C)O[C@@H]2CC3C4C[C@H](F)C5=CC(=O)C=CC5(C)C4C(O)CC3(C)[C@]2(C(=O)CO)O1 (stereo not given in full)	-6	6	4.5	-5	-8	-9	6	-2	-1
18	CCOc1ccc2nc(N(CCN(C)C)C(=O)c3ccc4ccccc4c3)sc2c1	-2	4	2.6	-16	-4	-1	9	-1	2
19	COc1ccc2[nH]c(=O)c(CN(C(=O)c3cccnc3)c3ccc(C)cc3C)cc2c1	11	-2	4.0	2	2	1	6	-1	0
20	Cn1cc(S(=O)(=O)N2CCN(c3cccc(Cl)c3)CC2)c(=O)n(C)c1=O	7	6	-3.7	0	1	-4	-1	0	9
21	CC(NC(=O)C1CCN(S(=O)(=O)c2ccc(Br)s2)CC1)c1ccccc1 (stereo not given)	-2	6	2.8	-1	2	0	-1	-1	0
22	CCCc1ccc(OCC(=O)NNC(=S)NC(=O)c2ccco2)cc1	-1	-11	3.5	5	10	-1	4	3	19*
23	Cc1ccc(-n2c(CC#N)n[nH]c2=S)c(C)c1	-12	3	-0.6	-2	-2	-2	-3	-3	-1
24	COCCNC(=O)CN(Cc1ccc(F)cc1)C(=O)CCC(=O)Nc1nccs1	-4	-8	-1.4	-17	-6	5	4	0	-2
25	Cc1noc(C)c1CCC(=O)NC1CCCN(Cc2ccc(CC(C)C)cc2)C1 (stereo not given)	7	3	0.5	-8	6	2	0	-1	-2
26	CCC(=O)Nc1ccc(NC(=O)CSc2nnnn2CC)cc1C	4	-5	-1.4	-1	-2	2	4	2	-1
27	CC(=O)N1CCCN(Cc2nc(C3(c4ccc(C)cc4)CCCC3)no2)CC1	5	0	-1.7	1	3	2	2	-1	-1
28	O=C(/C=C\c1ccccc1)NCC(=O)N/N=C/c1ccc(O)cc1O	0	5	-1.4	-6	2	6	2	1	3
29	O=C(c1ccc(Cl)cc1)N1CCc2ccccc21	0	-5	0.7	6	1	13	-2	-3	3
30	COc1ccc2[nH]c(C(=O)N/N=C/c3cc(OC)c(OC)c(OC)c3)cc2c1	2	-5	2.0	-1	-16	2	31	-4	5
31	CN[C@H]1CCc2cc(OC)c(OC)c(OC)c2-c2ccc(OC)c(=O)cc21	0	14	1.3	-5	5	4	8	-2	0
32	COc1ccc(N2C(=O)C3CCCN3C2c2cc(OC)c(OC)cc2OC)cc1 (stereo not given)	-2	-3	3.1	7	2	-5	0	-2	4
33	COc1ccc(C)cc1NC(=O)CCS(=O)(=O)c1ccc2c(c1)oc(=O)n2C	6	0	2.6	7	6	-1	2	1	2
34	COc1cc(NC(=O)CC2NCCNC2=O)cc(OC)c1 (stereo not given)	-1	-7	0.1	2	10	0	3	1	5
35	O=C(C1CC1)N1CCc2cc(Br)cc(S(=O)(=O)NCCN3CCOCC3)c21	-7	6	-0.2	-3	7	-2	1	-4	3
36	Cc1ccc(C(=O)NCC(=O)N2CCc3ccccc3C2)cc1C	4	-5	0.6	-1	4	-2	-2	1	1
37	CCn1c(COc2cccc(C)c2C)nnc1SCC(=O)Nc1cc(C)on1	10	-2	2.0	11	.	-4	-2	-4	-3
38	CC1(C)C[C@H](O)[C@]2(CO)CC[C@]3(C)C(=CCC4[C@@]5(C)CC[C@H](O)C(C)(C)C5CC[C@]43C)[C@@H]2C1 (stereo not given in full)	0	-1	2.1	-2	11	-4	1	-3	0
39	N/C(=N\S(=O)(=O)c1cc(C(F)(F)F)cc(C(F)(F)F)c1)c1cccs1	0	-6	8.2	-6	7	1	2	0	-2
40	O=C(CN1C(=O)C2C3c4ccccc4C(c4ccccc43)C2C1=O)N1CCOCC1 (stereo not given)	-9	-5	-0.3	0	7	-1	0	0	-1
41	Fc1ccc(C2c3[nH]c4ccccc4c3CCN2Cc2ccoc2)cc1 (stereo not given)	-2	-10	-3.1	-9	4	0	51*	0	-4
42	N#Cc1ccsc1NC(=O)CSc1ncnc2ccccc12	13	9	3.0	80*	9	-2	21	19	1
43	S=C(Nc1ccc(Br)cc1)N1CCCC1	7	-1	0.9	-11	-13	3	4	-1	1
44	CS(=O)(=O)c1ccc(NS(=O)(=O)c2ccc(Cl)c(C(=O)NCc3ccco3)c2)cc1	-15	0	1.6	.	-1	.	0	.	-2
45	Cc1ccc(C(=O)N(C)Cc2ccccc2)cc1S(=O)(=O)N1CCOCC1	-2	3	0.7	3	1	-1	3	-5	-6
46	COc1cc2c(cc1OC)CN(CC(=O)Nc1cccc(C)c1)CC2	-4	-1	-2.6	1	6	2	5	-4	0
47	CCOC(=O)c1sc(NC(=O)CN2CCCC2)c(C(=O)OCC)c1C	-9	-6	0.3	15	2	3	0	-3	3
48	Cc1ccnc(SCC(=O)Nc2cc(C)on2)n1	-11	7	0.9	-7	1	0	0	-4	0
49	OC(CNCc1ccccn1)c1ccccc1 (stereo not given)	15	-4	-0.8	5	-1	-2	-2	1	-1
50	CCC(C)[C@H](NC(=O)[C@@H]1CSC2c3ccccc3C(=O)N21)C(=O)NCC1CCCO1 (stereo not given in full)	-13	4	-2.4	-7	-3	17*	2	-3	-5
51	CC(NC(=O)CSc1cccc(C(F)(F)F)c1)c1ccccc1 (stereo not given)	8	5	0.4	7	-3	-1	-1	1	-3
52	O=C1CC(Nc2ccc(N3CCOCC3)cc2)C(=O)N1c1ccccc1 (stereo not given)	-16	-13	1.2	3	-1	2	14	-2	0
53	CCc1nnc(NC(=O)C2CCC2)s1	-13	-3	-2.1	0	-5	-1	-2	-1	-1
54	COC(=O)c1cccc(NC(=O)C2COc3ccccc3O2)c1 (stereo not given)	4	-2	0.3	-1	7	-2	2	-3	-3
55	CCCC(C(=O)NC1CCCC1)N(CCCN1CCOCC1)C(=O)c1snc(C(N)=O)c1N (stereo not given)	-7	-2	0.8	-3	3	4	1	2	-2
56	CC(C)C(C(=O)NC1=NCCS1)c1ccc(Cl)cc1 (stereo not given)	8	8	0.3	-1	-7	-1	-2	0	3

# More structures
entry	SMILES	proCasp7 act	procasp3 activ	PP5 inh	HCV core dimer	PAFAH2 inh	Fh CTSL1 inh	AHR act	TPT1 inhibitor	PP1 counter
57	COc1ccc(C(NC(C)=O)c2c(O)ccc3ccccc23)cc1OC (stereo not given)	4	-1	-2.7	3	-6	-3	8	1	-7
58	Cc1ccc(-c2nnn(CC(=O)N(c3cccc(F)c3)C(C(=O)NC3CCCC3)c3ccncc3)n2)o1 (stereo not given)	1	-3	-0.2	-16	4	-1	1	-1	2
59	C=CCn1c(SCC(=O)N2CCOCC2)nnc1C(C)NC(=O)c1ccccc1 (stereo not given)	1	7	-3.1	-3	-3	0	1	-3	-4
60	COc1ccc(-n2c(CN3CCN(c4ccccc4)CC3)nc3ccc([N+](=O)[O-])cc3c2=O)c(OC)c1	9	6	-0.6	22	8	1	35	0	2
61	Cc1ccc(N(CC(=O)NC(C)(C)C)C(=O)CS(=O)CC(=O)Nc2ccc(F)cc2)cc1 (stereo not given)	-4	-1	0.8	-17	0	3	0	-5	0
62	Cc1ccc(N=Cc2ccc(N(C)C)cc2)cc1	-4	0	1.8	-6	-1	1	-1	-4	-5
63	COc1ccc(C)cc1-n1nnnc1SCn1nnc2ccccc2c1=O	1	2	-0.3	7	-1	1	4	-1	6
64	COC(=O)c1ccc(Nc2c([N+](=O)[O-])ccc3nonc23)cc1	0	6	0.1	3	-2	-1	-1	-7	-1
65	O=C(NNc1cccc(Cl)n1)C1CC1	-1	7	1.2	6	-2	-2	0	4	1
66	O=C(O)COc1ccc(Br)cc1CP(=O)(c1ccccc1)c1ccccc1	9	2	-0.9	-1	-4	-5	0	-2	-1
67	O=C(NC1CCCC1)C(c1ccccn1)N(C(=O)c1csnn1)c1ccccc1 (stereo not given)	5	-3	-2.7	1	-1	1	-1	3	-3
68	CCOC(=O)/C=c1\s/c(=C\c2c(OC)ccc3ccccc23)c(=O)n1CC(=O)NCC1CCCO1 (stereo not given)	-8	-1	7.0	2	-6	-1	4	28*	2

# Single records, as listed above. Order of screens: proCasp7 act, procasp3 activ, PP5 inh, HCV core dimer, PAFAH2 inh, Fh CTSL1 inh, AHR act, TPT1 inhibitor, PP1 counter
# Profile of CCOC(=O)/C=c1\s/c(=C\c2c(OC)ccc3ccccc23)c(=O)n1CC(=O)NCC1CCCO1 (stereo not given) = -8, -1, 7.0, 2, -6, -1, 4, 28*, 2
# Profile of O=C(NNc1cccc(Cl)n1)C1CC1 = -1, 7, 1.2, 6, -2, -2, 0, 4, 1
# Profile of O=C(O)COc1ccc(Br)cc1CP(=O)(c1ccccc1)c1ccccc1 = 9, 2, -0.9, -1, -4, -5, 0, -2, -1
